proCasp3 act = activators of human procaspase-3; activation, % at 8.5 µM; recombinant procaspase-3 D3A, Ac-DEVD-pNA absorbance 405 nm; 330,000 compounds, 0.11% hits; AID 463141; P42574;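 active means activation above the mean of all tested compounds plus 3 SD, cut at about 21% in these data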;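 further: 0% = DMSO alone and 100% = DMSO wells spiked with extra 5 µM PC-3 D3A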
Target sequence (P42574 whole entry D9A/D28A/D175A): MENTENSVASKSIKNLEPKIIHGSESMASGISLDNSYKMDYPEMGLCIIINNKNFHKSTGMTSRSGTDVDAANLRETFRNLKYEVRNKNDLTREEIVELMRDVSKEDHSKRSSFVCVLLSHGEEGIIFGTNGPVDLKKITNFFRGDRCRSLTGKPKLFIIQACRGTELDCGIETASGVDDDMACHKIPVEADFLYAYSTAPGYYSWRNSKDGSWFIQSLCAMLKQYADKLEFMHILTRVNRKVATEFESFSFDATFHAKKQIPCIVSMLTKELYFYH
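Assay system – Procaspase-3 D3A mutant · Benchmarks – DMSO low control, extra-enzyme high control · Technique – 405 nm absorbance of p-nitroaniline, reads at 0 and 120 min · Doses – 8.5 µM nominal · Measure – % activation between DMSO and enzyme-spiked controls · Also added – Ac-DEVD-pNA chromogenic peptide substrate · Schedule – 1 h compound preincubation, 2 h substrate hydrolysis at 25 °C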
proCasp7 act = activates human procaspase-7, counter-screen for procaspase-3 activators; P55210; recombinant procaspase-7, Ac-DEVD-pNA absorbance 405 nm; D23A/D198A/D206A triple mutant, cannot self-cleave; scale: DMSO 0, 5 µM enzyme 100; activation, % at 8.5 µM; 330,000 compounds, 0.093% hits; AID 463210;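 active means percent activation above the screen-wide mean plus 3 SD, cut at about 25% in these data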
Target sequence (P55210 whole entry D23A/D198A/D206A): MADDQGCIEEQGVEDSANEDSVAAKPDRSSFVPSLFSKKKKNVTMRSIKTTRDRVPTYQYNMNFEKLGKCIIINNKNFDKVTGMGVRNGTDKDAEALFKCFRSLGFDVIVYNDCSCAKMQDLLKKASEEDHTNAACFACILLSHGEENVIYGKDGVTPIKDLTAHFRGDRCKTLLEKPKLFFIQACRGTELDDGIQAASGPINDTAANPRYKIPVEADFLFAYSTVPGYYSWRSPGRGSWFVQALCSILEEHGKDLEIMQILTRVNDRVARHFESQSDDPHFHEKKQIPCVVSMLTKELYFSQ
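Assay system: Uncleavable procaspase-7 mutant enzyme / Input: 2 µM procaspase-7 mutant as dispensed / Dosing: single nominal 8.5 µM compound dose, 0.8% DMSO final / Timing: 1 h enzyme–compound preincubation and 2 h substrate reaction, both 25 °C / Detection: p-Nitroaniline absorbance at 405 nm, read at 0 and 120 min / Replication: singlicate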
JMJD2C inh = human JMJD2C demethylase inhibition; GST-JMJD2C(1-420) H3K9me3 demethylation, DELFIA europium; Q9H3R0; AID 2099; inhibition, % at 2.35 µM; 330,000 compounds, 0.069% hits;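 active means more than half of a compound's replicate wells show inhibition beyond 50%, single wells judged on their own value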;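 further: signal counts dimethyl H3K9 product captured on neutravidin plate; 0% = median of DMSO wells and 100% = 0.3 times that DMSO median; strong numbers were not always called active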
Target sequence (Q9H3R0 1-420 limits assumed): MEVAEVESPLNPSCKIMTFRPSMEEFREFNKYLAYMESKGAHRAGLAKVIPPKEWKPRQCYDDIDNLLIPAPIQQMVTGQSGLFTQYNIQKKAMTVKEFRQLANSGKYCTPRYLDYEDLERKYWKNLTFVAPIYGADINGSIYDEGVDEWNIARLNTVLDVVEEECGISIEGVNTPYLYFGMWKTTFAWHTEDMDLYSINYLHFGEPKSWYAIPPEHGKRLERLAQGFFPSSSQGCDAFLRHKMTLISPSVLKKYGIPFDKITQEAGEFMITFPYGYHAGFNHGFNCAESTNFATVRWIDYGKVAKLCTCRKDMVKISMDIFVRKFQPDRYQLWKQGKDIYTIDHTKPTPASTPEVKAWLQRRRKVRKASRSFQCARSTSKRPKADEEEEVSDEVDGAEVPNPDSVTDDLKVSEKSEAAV
PP1 inh = PP1-alpha (human) inhibition in PP5 counter-screen; P62136; AID 2235; 320,000 compounds, 0.9% hits; inhibition, % at 6.7 µM; purified PP1alpha, OMFP fluorescence;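 active means inhibition above the mean inhibition of all tested compounds plus 3 SD, computed separately for each screening campaign, cut at about 15% in these data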
CTSL1 counter = blocks F. hepatica cathepsin L1 in PFM18AAP counter-screen; recombinant F. hepatica cathepsin L1, Z-Leu-Arg-MCA fluorescence; inhibition, % at 5.96 µM; 300,000 compounds, 0.49% hits;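 active means inhibition above the mean of all tested compounds plus 3 SD, set per screening campaign, cut at about 17% in these data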;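 further: 0% = plate median of test compound wells and 100% = 1 µM Z-Phe-Ala-diazomethylketone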
core dimer inh = HCV core protein dimerization inhibition. inhibition, % at 5 µM. 300,000 compounds, 0.33% hits. TR-FRET GST/Flag-core106 dimerization, 1536-well;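 active means inhibition above the mean of all tested compounds plus 3 SD, set per screening campaign, cut at about 45% in these data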
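Assay system: Tagged HCV core106 pair (GST and Flag) | Buffer or medium: KF-containing HEPES buffer, pH 7.45, DTT, CHAPS, BSA | Also added: Eu donor and XL665 acceptor anti-tag antibodies | Dosing: One concentration, 5 µM, in 0.5% DMSO | Timing: 4 h at 22.5 °C | Technique: TR-FRET 671 and 617 nm emission | Repeats: Singlicate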
TPT1 inh = inhibitors of Candida albicans tRNA 2'-phosphotransferase TPT1; recombinant caTPT1, FP RNA substrate dephosphorylation; inhibition, % at 5 µM; 300,000 compounds, 0.81% hits;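 active means inhibition above the mean of all tested compounds plus 3 SD, set per screening campaign, cut at about 24% in these data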;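 further: plate controls were DMSO alone for no effect and ferristatin control at 100 nM for full effect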
Efflux pump mplx = inhibitors of Candida antifungal efflux pumps expressed in yeast. S. cerevisiae Candida pump triplex, Nile Red efflux. 330,000 compounds, 0.44% hits. inhibition, % at 10 µM;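 active means plate passing quality check with inhibition over a set limit, or well fluorescence over plate mean plus 4 SD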;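 further: Nile Red retained in pooled yeast measured as flow cytometry median fluorescence; 0% = buffer negative control and 100% = Enniatin B positive control; higher means more Nile Red kept so more efflux inhibition; some compounds called inactive have numbers as strong as hits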
PP5 inh = blocks human protein phosphatase 5 activity; purified PP5c, OMFP substrate fluorescence; 320,000 compounds, 0.18% hits; P53041; inhibition, % at 6.7 µM; AID 1987;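 active means inhibition above the campaign's mean inhibition across all tested compounds plus 3 SD, cut at about 9.5% in these data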;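 further: 0% = DMSO only and 100% = 100 µM cantharidin control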
Numbers without * were called inactive; nt = not tested or not shown; & = joins results of further samples.

molecule	proCasp3 act	proCasp7 act	JMJD2C inh	PP1 inh	CTSL1 counter	core dimer inh	TPT1 inh	Efflux pump mplx	PP5 inh
CC(C)CC(=O)CC1(O)C(=O)Nc2ccccc21 (configuration not stated)	14	0	2	-3	1	-7	-4	0.1	2.6
CCC1SC(CC)C(=O)N(CC(=O)NCCc2ccccc2)C1=O (configuration not stated)	5	-7	-15	3	-6	1	-2	-0.1	1.9
O=S(=O)(c1ccc2ccccc2c1)N1CCN(CCO)CC1	-3	5	9	-2	2	4	-2	-0.4	-0.9
Cc1cc(NC(=O)CCC(=O)N(CC(=O)NCC2CCCO2)c2ccc(C)c(C)c2)no1 (configuration not stated)	9	0	4	-4	0	3	1	-0.1	2.2
CC1CCN(CCC(=O)Nc2ccc(Cl)cc2)CC1	4	11	-4	1	-3	2	-3	0.0	0.0
Cc1cccc(N2CCN(S(=O)(=O)c3cc4c(cc3Cl)NC(=O)CO4)CC2)c1C	1	0	-12	5	-3	17	-3	0.1	2.3
NC1=NC(c2ccc(F)cc2)n2c(nc3ccccc32)N1 (configuration not stated)	11	12	-1	-4	-2	0	3	-0.1	2.2
Cc1occc1-c1nnc(-c2cc([N+](=O)[O-])cc([N+](=O)[O-])c2)o1	2	9	4	0	-1	49*	1	-0.2	-1.1
Cc1ccccc1NS(=O)(=O)c1ccc(-c2ccc(=O)[nH]n2)o1	-1	3	2	-2	1	1	-2	0.0	-2.1
COc1ccc(N2CCN(C(=O)c3cc4c(s3)-c3ccccc3S(=O)(=O)C4)CC2)cc1	-2	5	4	3	2	3	-1	0.0	0.7
CCOC(=O)/C(C#N)=N\Nc1cc(Cl)ccc1OC	0	3	4	-5	32*	3	7	-0.2	0.9
Cc1cc(C(=O)CSc2nc3ccc(Cl)cc3[nH]2)c(C)n1CC1CCCO1 (configuration not stated)	4	0	3	-1	-1	13	0	0.0	1.0
Cn1c(O)c(/C=C2\C=NN=C2c2ccccc2)sc1=S	-10	2	0	6	0	-3	-1	0.0	1.5
CCn1c(=O)cc(SCC(=O)N2CCOCC2)c2ccccc21	1	8	1	-3	-1	1	3	-0.2	0.2
O=C(Cc1cccs1)Nc1nnc(-c2ccccc2)s1	-5	6	5	0	0	1	-2	-0.1	0.2

Some values from the entries so far:
CC1CCN(CCC(=O)Nc2ccc(Cl)cc2)CC1 | proCasp3 act = 4
Cc1cc(NC(=O)CCC(=O)N(CC(=O)NCC2CCCO2)c2ccc(C)c(C)c2)no1 (configuration not stated) | core dimer inh = 3

Returning to the listing, starting 3 compounds before the break.
molecule	proCasp3 act	proCasp7 act	JMJD2C inh	PP1 inh	CTSL1 counter	core dimer inh	TPT1 inh	Efflux pump mplx	PP5 inh
Cn1c(O)c(/C=C2\C=NN=C2c2ccccc2)sc1=S	-10	2	0	6	0	-3	-1	0.0	1.5
CCn1c(=O)cc(SCC(=O)N2CCOCC2)c2ccccc21	1	8	1	-3	-1	1	3	-0.2	0.2
O=C(Cc1cccs1)Nc1nnc(-c2ccccc2)s1	-5	6	5	0	0	1	-2	-0.1	0.2
COc1cccc(Oc2ccc(C(F)(F)F)cc2NC(=O)C2=COCCO2)c1	2	-2	6	1	14	-14	0	-0.2	-6.7
CCOc1ccc(NC(=O)CCS(=O)(=O)c2ccc3c(c2)CCCN3C(C)=O)cc1	0	3	25	7	8	-3	0	0.0	-0.8
CCN(CC)c1ccc(/C=N/NC(=O)Nc2nonc2N)cc1	3	4	24	-1	4	-23	-1	0.0	1.4
O=C(CCN1C(=O)[C@@H]2Cc3ccccc3CN2C1=O)N[C@@H](Cc1ccccc1)C(=O)O	2	-7	139	-4	-6	-7	0	0.1	3.7
COCCOC(=O)c1[nH]c2c(c1C)C(=O)CC(c1ccco1)C2 (configuration not stated)	-2	1	21	-2	1	42	4	0.0	-2.3
COc1ccc(OC)c(NC(=O)NCCCCc2ccccc2)c1	5	2	-5	2	-2	2	1	0.1	-2.0
COc1cccc(C2(O)C(=O)Nc3ccccc32)c1 (configuration not stated)	-5	-3	11	0	3	0	-2	-0.3	-1.5
CC1=NN(c2ccccc2)C(=O)/C1=C\c1ccc(Oc2ccc([N+](=O)[O-])cc2[N+](=O)[O-])cc1	8	4	10	3	-3	61*	0	-0.1	8.6
Cc1c(-c2nc3ccccc3[nH]2)cnn1C	1	-13	-1	0	nt	nt	nt	-0.3	2.4
CCOCc1cc(CN2CCC(CCC(=O)NC3CC3)CC2)ccc1OC	-1	16	-6	-3	0	1	1	0.1	3.0
COc1ccc(NC(=O)CCCc2c[nH]c3ccccc23)cc1OC	0	-19	-6	-4	0	-2	4	0.0	2.2
CCOC(=O)c1sc2nc(CSc3ccccc3Cl)[nH]c(=O)c2c1C	1	-2	-26	-2	3	-1	16	-0.6	-0.3
CCOCCCNC(=O)C1CCN(S(=O)(=O)c2ccc3nc4c(c(C(=O)O)c3c2)CCCCC4)CC1	-3	-4	-6	-2	0	-9	-1	0.1	-0.9
Cc1nnc(SCSc2nnc(C)s2)s1	-6	6	-10	1	-4	-4	-1	-0.1	0.3
Cc1c(OCC(=O)N2CCC[C@@H]2C(=O)O)ccc2c3c(c(=O)oc12)CCC3	2	0	-4	-3	-2	0	0	0.2	5.2

Continuation:
molecule	proCasp3 act	proCasp7 act	JMJD2C inh	PP1 inh	CTSL1 counter	core dimer inh	TPT1 inh	Efflux pump mplx	PP5 inh
Cc1ccc(-c2noc(CNc3ccccc3)n2)cc1	1	-1	-7	5	-2	-6	-2	0.1	2.5
Cc1ccc(-c2nnc3sc(-c4ccncc4)nn23)cc1	3	11	0	-2	-3	3	1	-0.1	-0.8
Cc1cc(/N=C/C=C2\N(C)c3ccccc3C2(C)C)n(CCC#N)n1	-4	-14	2	0	6	-8	1	0.1	0.8
COC(=O)c1c(NC(=O)CSc2nccn2C)sc(C)c1C	-10	-2	-2	-2	11	-4	1	-0.1	-1.5
CC1Cc2ccccc2N1C(=O)Cn1cc([N+](=O)[O-])ccc1=O (configuration not stated)	5	5	13	nt	nt	nt	nt	-0.2	nt
Cc1ccc(C(=O)N(C)CC(=O)Nc2ccc(Cl)c(C(F)(F)F)c2)cc1S(=O)(=O)N1CCCCC1	2	0	-4	6	nt	nt	nt	0.1	4.9
Cn1c(SCC2CCCO2)nnc1-c1cccc([N+](=O)[O-])c1 (configuration not stated)	3	8	-15	-2	-4	11	3	0.2	-3.0
COc1ccc(N2CCN(C(=O)c3ccc4c(c3)CCN4S(=O)(=O)c3ccccc3)CC2)cc1	-2	14	14	-1	0	21	-1	0.0	-1.0
COc1ccc(C2CC(=O)c3cnc(N4CCc5ccccc54)nc3C2)cc1OC (configuration not stated)	1	4	4	1	2	23	2	0.0	-0.2
Cc1ccc(N2C(=O)CC(N3CCN(c4ccc(F)cc4)CC3)C2=O)c(C)c1 (configuration not stated)	-1	0	-3	-3	5	2	-1	-0.1	-0.3
O=C(CSCc1ccccc1Cl)NNC(=O)c1ccccc1	-5	-10	-3	-5	-23	-1	-2	-0.1	2.9
O=C(/C=C/c1ccc(N2CCCCC2)c([N+](=O)[O-])c1)c1ccc(O)cc1	-18	-4	7	2	-5	6	-3	0.2	5.0
O=C(N/N=C/c1ccc(O)cc1)/C(=C/c1ccc([N+](=O)[O-])cc1)NC(=O)c1ccccc1	-7	5	9	2	6	10	1	-0.3	0.7
COc1ccccc1/C=N\NC(=O)c1ccc(COc2ccc(C)c(C)c2)o1	-4	5	-3	1	-1	6	-4	0.2	1.8
CC(C(=O)NCc1cccs1)n1cccc1 (configuration not stated)	-3	-5	8	0	-8	-1	1	0.1	3.9

Reprinted from above for reference:
molecule	proCasp3 act	proCasp7 act	JMJD2C inh	PP1 inh	CTSL1 counter	core dimer inh	TPT1 inh	Efflux pump mplx	PP5 inh
Cc1ccc(-c2noc(CNc3ccccc3)n2)cc1	1	-1	-7	5	-2	-6	-2	0.1	2.5
Cc1ccc(-c2nnc3sc(-c4ccncc4)nn23)cc1	3	11	0	-2	-3	3	1	-0.1	-0.8

Part of the list above in order of length of the SMILES, largest number first:
molecule	proCasp3 act	proCasp7 act	JMJD2C inh	PP1 inh	CTSL1 counter	core dimer inh	TPT1 inh	Efflux pump mplx	PP5 inh
COc1ccc(N2CCN(C(=O)c3ccc4c(c3)CCN4S(=O)(=O)c3ccccc3)CC2)cc1	-2	14	14	-1	0	21	-1	0.0	-1.0
COc1ccccc1/C=N\NC(=O)c1ccc(COc2ccc(C)c(C)c2)o1	-4	5	-3	1	-1	6	-4	0.2	1.8
Cn1c(SCC2CCCO2)nnc1-c1cccc([N+](=O)[O-])c1 (configuration not stated)	3	8	-15	-2	-4	11	3	0.2	-3.0

Other compounds follow.
molecule	proCasp3 act	proCasp7 act	JMJD2C inh	PP1 inh	CTSL1 counter	core dimer inh	TPT1 inh	Efflux pump mplx	PP5 inh
CC(C)c1ccc(S(=O)(=O)c2cnc(=S)[nH]c2N)cc1	-1	-14	15	3	1	0	-1	-0.3	0.2
CCS(=O)(=O)N1CCC(NC(=O)C2CCCCC2)CC1	17	8	-4	0	-4	0	-3	0.0	-1.9
COc1ccc(NC(=O)Cn2c(CCC(=O)O)ccc2-c2ccc(C)cc2)cc1	6	-14	23	5	-1	3	0	0.1	-0.7
CCSc1nnc(NC(=O)c2csc3c2CCCC3)s1	5	7	5	3	2	6	1	-0.1	0.5
O=C(Nc1ccccc1)c1ccccc1OCC(O)CN1C(=O)c2ccccc2S1(=O)=O (configuration not stated)	4	9	31&-3	0	1	2	-2	0.1	5.0
CCN1CCc2c(OCC(=O)Nc3cccc(C)c3)cccc2C1=O	8	-5	4	1	-14	-8	3	0.2	1.8
C=CCN(c1ccccc1)S(=O)(=O)c1cccc(C(=O)NCC(c2cccs2)N2CCOCC2)c1 (configuration not stated)	1	8	-1	-6	-1	6	4	0.0	2.4

Source: PubChem (several laboratories)
